NPR2 activator – human GC-B receptor activators, primary screen, HEK293 GC-B cells, cGMP TR-FRET, EC30 CNP. Atrial natriuretic peptide receptor 2 (Homo sapiens), P20594. 0% at EC30 CNP, 100% saturating CNP. activation, % at 10 µM. 370,000 compounds, 0.11% hits;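 active = activation at 10 µM reaching about 35% in either raw or pattern-adjusted values, limit read from the data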
TCR-CD3 inh – inhibitors of human TCR-CD3 interaction, primary screen, biochemical, fluorescence, TAMRA-labeled TCR probe; inhibition, % at 9.4 µM; 360,000 compounds, 0.37% hits; AID 651800, 2012; in the data active = inhibition above about 19%;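 note: recombinant mutant TCR 2C K166C tagged with TAMRA read by polarization; 0% = receptor in buffer alone and 100% = receptor with positive control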
PRMT1 FP inh – PRMT1 methyltransferase inhibitors, primary screen, biochemical, fluorescence polarization; inhibition, % at 2.79 µM; Protein arginine N-methyltransferase 1 (Homo sapiens), Q99873; recombinant PRMT1, activity-based probe fluorescence polarization; 370,000 compounds, 1.3% hits;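 active = inhibition above about 21% made by adding two undisclosed values, limit read from the data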
HTRA1 inh – HTRA1 serine protease inhibitors, primary screen, biochemical, fluorescence polarization, HTS; recombinant HTRA1, FP-rhodamine activity-based probe; Q92743; 340,000 compounds, 0.5% hits; inhibition, % at 5.96 µM; AID 504803, 2011; in the data active = inhibition above about 36%;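 note: 0% = enzyme with DMSO and 100% = wells lacking enzyme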
Target sequence (Q92743 whole entry, looked up): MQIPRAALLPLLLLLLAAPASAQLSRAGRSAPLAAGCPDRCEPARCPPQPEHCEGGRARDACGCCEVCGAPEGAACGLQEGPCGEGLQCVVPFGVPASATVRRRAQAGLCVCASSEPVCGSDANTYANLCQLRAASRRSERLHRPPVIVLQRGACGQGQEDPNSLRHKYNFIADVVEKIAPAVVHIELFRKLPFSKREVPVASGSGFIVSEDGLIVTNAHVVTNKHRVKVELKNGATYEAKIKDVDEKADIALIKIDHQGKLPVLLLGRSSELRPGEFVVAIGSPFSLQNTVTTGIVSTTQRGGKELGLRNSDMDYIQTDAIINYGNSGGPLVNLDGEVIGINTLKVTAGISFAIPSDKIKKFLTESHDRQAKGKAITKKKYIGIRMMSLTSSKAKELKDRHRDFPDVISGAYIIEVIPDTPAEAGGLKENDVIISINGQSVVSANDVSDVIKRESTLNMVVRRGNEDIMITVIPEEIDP
ABHD4 inh – ABHD4 inhibitors, primary screen, biochemical, fluorescence polarization, mouse; (Lyso)-N-acylphosphatidylethanolamine lipase (Mus musculus), Q8VD66; 370,000 compounds, 0.54% hits; purified mABHD4, FP-Rh probe fluorescence polarization; inhibition, % at 8.92 µM;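 active = inhibition exceeding the mean over every tested compound plus 3 SD, cut at about 30% in these data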;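 note: 0% = plate median of compound wells and 100% = S159A mutant with DMSO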
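Test system: mABHD4 protein; Read-out basis: % inhibition; Incubation: 45 min + 60 min at 25 °C; Repeats: single replicate; Technique: fluorescence polarization with parallel and perpendicular emission, 525/598 nm; Compound: 8.92 µM, single dose; Benchmarks: full inhibition S159A mutant plus DMSO, zero as sample-well median.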
MBD2 inh – inhibitors of MBD2 binding to methylated DNA, primary screen, biochemical, TR-FRET, DNA-binding domain, human | Methyl-CpG-binding domain protein 2 (Homo sapiens), Q9UBB5 | MBD2 binding to methylated oligonucleotide | inhibition, % at 4.4 µM | 370,000 compounds, 0.31% hits | AID 686964, 2013; in the data active = inhibition above about 13%
Target sequence (Q9UBB5 whole entry, looked up, the tested form may be a part): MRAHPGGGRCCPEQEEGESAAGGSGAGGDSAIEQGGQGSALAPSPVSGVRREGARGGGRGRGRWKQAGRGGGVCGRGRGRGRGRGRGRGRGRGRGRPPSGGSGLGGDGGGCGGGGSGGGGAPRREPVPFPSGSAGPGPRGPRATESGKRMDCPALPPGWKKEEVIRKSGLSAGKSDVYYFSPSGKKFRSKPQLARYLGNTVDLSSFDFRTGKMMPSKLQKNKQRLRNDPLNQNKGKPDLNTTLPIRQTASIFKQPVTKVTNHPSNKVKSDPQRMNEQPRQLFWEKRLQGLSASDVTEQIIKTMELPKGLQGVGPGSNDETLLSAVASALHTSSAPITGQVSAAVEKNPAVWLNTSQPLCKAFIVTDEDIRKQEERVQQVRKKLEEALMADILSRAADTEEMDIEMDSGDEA
TDP2 inh – human TDP2 enzyme inhibitors, primary screen, biochemical, epi absorbance, recombinant enzyme. Tyrosyl-DNA phosphodiesterase 2 (Homo sapiens), O95551. T5PNP hydrolysis, p-nitrophenol absorbance 415 nm. inhibition, % at 12.8 µM. 370,000 compounds, 0.34% hits;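 active = inhibition above the mean of all tested compounds plus 3 SD, set per campaign, cut at about 25% in these data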;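 note: 0% = DMSO with enzyme and 100% = buffer with substrate but no TDP2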
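Incubation: 2 h at 37 °C; Test system: recombinant human TDP2; Quantity: enzyme 120 nM; Read-out basis: percent inhibition; Medium: 50 mM Tris-HCl pH 7.5 with Mg2+, KCl, DTT, BSA; Repeats: single replicate; Compound: 12.8 µM single point, 1% DMSO; Signal: epi absorbance; Reagent: 5 mM T5PNP chromogenic substrate; Benchmarks: no-enzyme high, DMSO-plus-enzyme low.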
rCAG RNA binder – binders of r(CAG) RNA repeats, primary screen, biochemical, fluorescence. 370,000 compounds, 1.3% hits. AID 651821, 2012. inhibition, % at 3 µM. r(CAG) RNA repeat, TO-PRO-1 dye displacement fluorescence;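 active = inhibition above the plate cutoff, the mean of all test compounds on that plate plus 3 SD, cut at about 35% in these data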;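 note: 0% = DMSO alone and 100% = 100 µM mitoxantrone as full dye displacement; higher means more dye released from RNA so lower well fluorescence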
SIAE inh – human SIAE inhibitors, primary screen, biochemical, fluorescence polarization, FP-Rh probe, 1536-well HTS | inhibition, % at 9.66 µM | 370,000 compounds, 0.69% hits | Sialate O-acetylesterase (Homo sapiens), Q9HAT2 | SIAE FP-Rh probe binding;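 active = inhibition above a cutoff: mean of compounds within the control limits plus 3 SD of those, cut at about 17% in these data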;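 note: 0% = plate median of compound wells and 100% = probe without SIAE protein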
LEDGF integ inh – blockers of LEDGF/p75-dependent integrase strand transfer – biochemical, TR-FRET, high throughput, primary screen; inhibition, % at 3.7 µM; TR-FRET IN-LEDGF/p75 DNA integration, Eu/Cy5; 370,000 compounds, 0.64% hits;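 active = inhibition above the screen-wide mean plus 3 SD, cut at about 13% in these data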;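 note: signal is the Cy5 over europium emission ratio at 671 and 618 nm; 0% = plate median of compound wells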
The depositor's hits bear a star. A portion of the library; the hit share may differ from the screen's.

`O=C(c1nc2nc(-c3ccc(Cl)cc3)cc(C(F)(F)F)n2n1)N1CCOCC1` gave NPR2 activator 8, TCR-CD3 inh 3, PRMT1 FP inh 0, HTRA1 inh 3, ABHD4 inh 1, MBD2 inh -2, TDP2 inh -5, rCAG RNA binder -4, SIAE inh -6 and LEDGF integ inh -1.
For CCCCNC(=O)O[C@H]1CC[C@@]23CCCN2C(=O)CCC[C@H]3[C@H]1C the results were NPR2 activator 2, PRMT1 FP inh -2, ABHD4 inh 4, MBD2 inh 0, TDP2 inh -5, SIAE inh 5 and LEDGF integ inh -3.
`CC1=Nn2c(nnc2C2CCCCC2)SC1` gave NPR2 activator 0, TCR-CD3 inh -5, PRMT1 FP inh 4, HTRA1 inh -3, ABHD4 inh -2, MBD2 inh -1, TDP2 inh -1, rCAG RNA binder 10, SIAE inh 7 and LEDGF integ inh -3.
Screening Cc1ccc(S(=O)(=O)NC2CCSC2=O)cc1C (centres undefined) returned NPR2 activator 1, TCR-CD3 inh 1, PRMT1 FP inh 0, HTRA1 inh 5, ABHD4 inh -2, MBD2 inh -1, TDP2 inh 0, rCAG RNA binder 0, SIAE inh -4 and LEDGF integ inh 5.
COc1ccc2c(c1OC)OCC2C (centres undefined) was read as NPR2 activator -10, TCR-CD3 inh 0, PRMT1 FP inh 2, HTRA1 inh 0, ABHD4 inh -3, MBD2 inh 0, TDP2 inh -14, rCAG RNA binder -1, SIAE inh -1 and LEDGF integ inh 3.
`COC(=O)c1cc(C(C)c2ccccc2O)n2ccccc12` (centres undefined) gave NPR2 activator -16, PRMT1 FP inh -5, ABHD4 inh -21, MBD2 inh -6, TDP2 inh -8, rCAG RNA binder 2, SIAE inh -6 and LEDGF integ inh 6.
COc1cccc(NC(=O)CSc2nnc3ccc(-c4ccccn4)nn23)c1 was read as NPR2 activator -4, TCR-CD3 inh -2, PRMT1 FP inh 1, HTRA1 inh 5, ABHD4 inh -6, MBD2 inh -1, TDP2 inh 12, rCAG RNA binder 1, SIAE inh -4 and LEDGF integ inh 0.
For O=C(C[n+]1ccc(/C=N/O)cc1)NC1CCCCC1 the results were NPR2 activator 7, TCR-CD3 inh 0, PRMT1 FP inh 2, HTRA1 inh 6, ABHD4 inh 4, MBD2 inh -2, TDP2 inh 3, rCAG RNA binder 2, SIAE inh -4 and LEDGF integ inh 4.
`COc1ccc(NC(=O)CSc2c3c(nc4ccccc24)CCCC3)c(OC)c1` gave NPR2 activator -5, TCR-CD3 inh 3, PRMT1 FP inh 26*, HTRA1 inh -7, ABHD4 inh 5, MBD2 inh 3, TDP2 inh -22, rCAG RNA binder 1, SIAE inh 3 and LEDGF integ inh -7.
COc1ccccc1NS(=O)(=O)c1cccc(C(=O)NNC(=O)c2ccc(Cl)nc2)c1 was read as NPR2 activator 3, TCR-CD3 inh -2, PRMT1 FP inh -2, HTRA1 inh 0, ABHD4 inh 4, MBD2 inh 1, TDP2 inh 6, rCAG RNA binder 8, SIAE inh 11 and LEDGF integ inh -2.
O=C(Nc1cccc(F)c1)C1CCCN(c2cnccn2)C1 (centres undefined) was read as NPR2 activator -3, TCR-CD3 inh 7, PRMT1 FP inh -5, HTRA1 inh 0, ABHD4 inh -2, MBD2 inh -6, TDP2 inh 11, rCAG RNA binder -3, SIAE inh 9 and LEDGF integ inh 1.
O=C(CSc1cccc[n+]1[O-])Nc1cc2c(cc1Cl)C(=O)c1ccccc1C2=O was read as NPR2 activator 1, TCR-CD3 inh -9, PRMT1 FP inh 23*, HTRA1 inh 4, ABHD4 inh 7, MBD2 inh 3, TDP2 inh 0, rCAG RNA binder 12, SIAE inh -2 and LEDGF integ inh -2.
`O=C(N/N=C/c1cc2ccccc2nc1Cl)[C@H]1C[C@@H]1c1ccccc1` gave NPR2 activator 0, TCR-CD3 inh -8, PRMT1 FP inh 2, HTRA1 inh -12, ABHD4 inh 0, MBD2 inh 4, TDP2 inh -10, rCAG RNA binder 5, SIAE inh -12 and LEDGF integ inh -4.
Screening O=C1c2ccccc2/C(=C\c2ccc(Br)nc2)N1c1ccccc1 returned NPR2 activator -13, TCR-CD3 inh 0, PRMT1 FP inh 2, ABHD4 inh 9, MBD2 inh 1, TDP2 inh 5, rCAG RNA binder 6, SIAE inh 9 and LEDGF integ inh -3.
Screening NC(=O)C1CC(=O)N(c2ccc(OCC(=O)Nc3ccccc3F)cc2)C1 (centres undefined) returned NPR2 activator -3, TCR-CD3 inh -4, PRMT1 FP inh 3, HTRA1 inh 2, ABHD4 inh -7, MBD2 inh 1, TDP2 inh 8, rCAG RNA binder 3, SIAE inh -4 and LEDGF integ inh 0.
CCOC(=O)[C@]12CCCC=C1N(Cc1ccc(OC)cc1)C(=O)[C@@H]2CC(=O)NCc1ccccc1 was read as NPR2 activator 4, PRMT1 FP inh 1, ABHD4 inh -1, MBD2 inh -1, TDP2 inh 5, rCAG RNA binder 3, SIAE inh 10 and LEDGF integ inh -4.
`CCCCOc1ccc(-c2ncc(C(=O)OCC)c(N)n2)cc1` gave NPR2 activator -5, TCR-CD3 inh -7, PRMT1 FP inh -3, HTRA1 inh 2, ABHD4 inh -13, MBD2 inh -6, TDP2 inh -8, rCAG RNA binder 1, SIAE inh 10 and LEDGF integ inh 6.
Screening CCOC(=O)CNC(=O)CSc1nnc(NC(=O)c2ccccc2Cl)s1 returned NPR2 activator 2, TCR-CD3 inh 5, PRMT1 FP inh -3, HTRA1 inh 2, ABHD4 inh 8, MBD2 inh 1, TDP2 inh 9, rCAG RNA binder 3, SIAE inh -1 and LEDGF integ inh 0.
`CC(Oc1ccc2c(-c3ccccc3)cc(=O)oc2c1)C(=O)O` (centres undefined) gave NPR2 activator 4, TCR-CD3 inh -11, PRMT1 FP inh 4, HTRA1 inh -6, ABHD4 inh -3, MBD2 inh -2, TDP2 inh 4, rCAG RNA binder 5, SIAE inh 0 and LEDGF integ inh 1.
`Nc1c(/C=C2\C=Nc3ccccc32)c(=O)nc2sc(CC(=O)N3CCOCC3)nn12` gave NPR2 activator 1, TCR-CD3 inh 10, PRMT1 FP inh -5, HTRA1 inh -6, ABHD4 inh 10, MBD2 inh -16, TDP2 inh -16, rCAG RNA binder 48*, SIAE inh -2 and LEDGF integ inh 0.
For Cc1cc(N/C(=N\S(=O)(=O)c2ccc(Cl)cc2)c2ccc(F)cc2)no1 the results were NPR2 activator -1, TCR-CD3 inh 8, PRMT1 FP inh 2, HTRA1 inh -5, ABHD4 inh 0, MBD2 inh 0, TDP2 inh 0, rCAG RNA binder 5, SIAE inh 2 and LEDGF integ inh -2.
COCCNC(=O)C1c2ccccc2C(=O)N(CCOC)C1c1ccc(F)cc1 (centres undefined) was read as NPR2 activator 0, TCR-CD3 inh -4, PRMT1 FP inh 0, HTRA1 inh 2, ABHD4 inh 3, MBD2 inh 0, TDP2 inh 5, rCAG RNA binder -5, SIAE inh -2 and LEDGF integ inh 0.
For CCOC(=O)C(/C(C)=N/NC(=O)C1CC1c1ccccc1)C(C)C (centres undefined) the results were NPR2 activator 2, TCR-CD3 inh 9, PRMT1 FP inh 1, HTRA1 inh 1, ABHD4 inh -2, MBD2 inh -10, TDP2 inh -3, rCAG RNA binder -1, SIAE inh 4 and LEDGF integ inh -2.
Screening COc1ccccc1OCc1nnc(SCC(=O)N2CCCCC2)n1-c1ccccc1 returned NPR2 activator -3, TCR-CD3 inh -4, PRMT1 FP inh 1, HTRA1 inh 7, ABHD4 inh -7, MBD2 inh 3, TDP2 inh -4, rCAG RNA binder -8, SIAE inh -2 and LEDGF integ inh -1.
CCOc1ccc(NC(=O)c2ccc3c(c2)OCCO3)cc1S(=O)(=O)N(CC)CC was read as NPR2 activator 9, TCR-CD3 inh -4, PRMT1 FP inh 4, HTRA1 inh -15, ABHD4 inh -4, MBD2 inh 0, TDP2 inh -6, rCAG RNA binder 3, SIAE inh 1 and LEDGF integ inh -9.
O=C(O)C1CC=CCC1C(=O)Nc1cc(Cl)ccc1Cl (centres undefined) was read as NPR2 activator -4, TCR-CD3 inh 1, PRMT1 FP inh 1, HTRA1 inh 1, ABHD4 inh -4, MBD2 inh -3, TDP2 inh 11, rCAG RNA binder -1, SIAE inh 12 and LEDGF integ inh -1.
`CC(=O)c1ccc(N2CCN(S(=O)(=O)c3ccc4c(c3)C(Cl)(Cl)C(=O)N4)CC2)cc1` gave NPR2 activator -15, TCR-CD3 inh -2, PRMT1 FP inh 12, ABHD4 inh 27, MBD2 inh 0, TDP2 inh 15, rCAG RNA binder 20, SIAE inh -5 and LEDGF integ inh -3.
COc1ccc(CCN(C)C2CCCN(C(=O)c3sccc3C)C2)cc1OC (centres undefined) was read as NPR2 activator 1, TCR-CD3 inh 2, PRMT1 FP inh -1, HTRA1 inh 11, ABHD4 inh -4, MBD2 inh -5, TDP2 inh -9, rCAG RNA binder -8, SIAE inh -1 and LEDGF integ inh 0.
For N#CCCN1CCCc2cc(N=Nc3ccc(C(F)(F)F)cc3)ccc21 the results were NPR2 activator 0, TCR-CD3 inh -1, PRMT1 FP inh 12, ABHD4 inh 6, MBD2 inh 5, TDP2 inh -29, rCAG RNA binder 5, SIAE inh 1 and LEDGF integ inh 2.
Screening Cc1cc2c(C)ccc(C)c2nc1SCC(=O)c1cccs1 returned NPR2 activator -6, TCR-CD3 inh -5, PRMT1 FP inh 0, HTRA1 inh -3, ABHD4 inh -29, MBD2 inh 3, TDP2 inh -2, rCAG RNA binder 4, SIAE inh -4 and LEDGF integ inh -3.
`CN(Cc1ccccc1)S(=O)(=O)c1ccc(Cl)c(C(=O)NCCc2ccccn2)c1` gave NPR2 activator 4, TCR-CD3 inh 1, PRMT1 FP inh 5, HTRA1 inh 1, ABHD4 inh 8, MBD2 inh -1, TDP2 inh 4, rCAG RNA binder -7, SIAE inh 2 and LEDGF integ inh -4.
Screening O=C(CC(C(=O)O)c1ccc(Cl)cc1)c1ccc(Cl)c(Cl)c1 (centres undefined) returned NPR2 activator 3, TCR-CD3 inh -2, PRMT1 FP inh 5, HTRA1 inh -16, ABHD4 inh -2, MBD2 inh -5, TDP2 inh -3, rCAG RNA binder 31, SIAE inh -3 and LEDGF integ inh 3.

Screens deposited in PubChem BioAssay by several laboratories.
